# Assay outcomes deposited in PubChem by National Center for Advancing Translational Sciences (NCATS).
# AmpC inh detg – qHTS Inhibitors of AmpC Beta-Lactamase (assay with detergent). P00811. AmpC hydrolysis of nitrocefin, absorbance 480 nm, 0.01% Triton. Potency, µM (doses to about 114 µM), for the others: top-dose activity change, negative = inhibition, actives largely listed as inhibitors. hit rate 0.041% among 370,000;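 further: potency means the concentration at half of the fitted maximal effect; 0% = no-compound wells and -100% = no-enzyme wells; nearly all actives have a fitted effect of over 25% in size; some results filed as inactive show a strong effect at the top dose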
# Target sequence (P00811 whole entry, looked up): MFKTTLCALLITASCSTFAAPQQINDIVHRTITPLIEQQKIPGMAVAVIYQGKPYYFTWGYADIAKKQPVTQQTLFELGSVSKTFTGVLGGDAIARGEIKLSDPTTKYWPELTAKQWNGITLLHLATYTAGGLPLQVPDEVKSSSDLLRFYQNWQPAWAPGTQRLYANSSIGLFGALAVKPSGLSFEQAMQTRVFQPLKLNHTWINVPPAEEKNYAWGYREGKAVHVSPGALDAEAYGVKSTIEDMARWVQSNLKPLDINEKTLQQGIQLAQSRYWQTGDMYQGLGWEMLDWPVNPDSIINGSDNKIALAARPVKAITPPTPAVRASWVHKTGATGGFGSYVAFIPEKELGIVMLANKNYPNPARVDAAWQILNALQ
#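 AmpC (5.3 nM in the dispensed reagent) in 20 mM phosphate pH 7.0 with 0.01% (detergent screen) or 0.0001% Triton X-100 was preincubated with compounds for 15 min at room temperature. Nitrocefin was then added from an 800 uM solution, and hydrolysis was followed at 480 nm.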
# HCV inh – qHTS Assay for Inhibitors of Hepatitis C Virus (HCV); Huh7.5.1 HCVcc-Cre infection, luciferase reporter, 44 h; Potency, µM (doses to about 41.8 µM), inactives show top-dose activity change, negative = inhibition, usual class: inhibitors; hit rate 3.4% among 340,000; AID 651820, 2012; further: potency means the concentration at half of the fitted maximal effect
#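 After 44 h co-culture of compound, cells and HCVcc-Cre (~0.5 moi), substrate is added for 15 min at room temperature and luciferase measured over 15 sec. Cells were seeded at 1,000/well and pre-cultured 4 h.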
# AMA1-RON2 inh – qHTS for Inhibitors of AMA1-RON; Towards Development of Antimalarial Drug Lead: Primary Screen. Plasmodium falciparum AMA1 (3D7) - RON2 peptide interaction. Potency, µM (doses to about 58.2 µM), for the others: at the top dose activity change, negative = inhibition, usual class: inhibitors. hit rate 0.2% among 360,000. AlphaScreen AMA1-biotinylated RON2 peptide binding;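 further: potency means the concentration at half of the fitted maximal effect; 0% = vehicle wells and -100% = peptide control; nearly all actives have a fitted effect of over 45% in size; some results filed as inactive show a strong effect at the top dose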
#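 AMA1 (3D7) with his tag at 25 nM final met compounds first, then biotinylated RON2 peptide at 25 nM; detection used donor plus acceptor beads, 10 µg/mL apiece, read by AlphaScreen after 30 min at room temperature.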
# LmPK inhibitor – qHTS Assay for Inhibitors of Leishmania Mexicana Pyruvate Kinase (LmPK); Potency, µM (highest dose often 57.5 µM), for the others: top-dose activity change, negative = inhibition, usual class: inhibitors; hit rate 0.37% among 290,000; Q27686; AID 1721, 2009; purified LmPK, Kinase-Glo ATP luminescence, 1 h; further: potency means the concentration at half of the fitted maximal effect
# Target sequence (Q27686 whole entry, looked up): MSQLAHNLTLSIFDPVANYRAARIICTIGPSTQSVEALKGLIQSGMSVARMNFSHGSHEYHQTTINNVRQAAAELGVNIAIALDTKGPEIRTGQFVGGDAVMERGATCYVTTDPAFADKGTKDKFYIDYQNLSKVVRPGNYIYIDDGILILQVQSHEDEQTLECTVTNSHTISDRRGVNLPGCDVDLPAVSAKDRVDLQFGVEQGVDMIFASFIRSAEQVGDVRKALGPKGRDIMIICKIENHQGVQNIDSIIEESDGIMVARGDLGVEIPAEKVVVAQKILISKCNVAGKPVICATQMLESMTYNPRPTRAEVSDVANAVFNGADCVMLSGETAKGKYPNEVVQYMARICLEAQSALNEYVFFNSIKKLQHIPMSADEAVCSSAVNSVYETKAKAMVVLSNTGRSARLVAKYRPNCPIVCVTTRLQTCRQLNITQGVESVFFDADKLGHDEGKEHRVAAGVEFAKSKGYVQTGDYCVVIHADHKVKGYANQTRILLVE
#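 Pyruvate kinase activity monitored as ATP production (luciferase luminescence). Conditions: 0.1 nM enzyme, 0.5 mM PEP, 0.1 mM ADP, 1 h, RT; normalized against uninhibited and no-enzyme wells.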
# AmpC no deterg – qHTS Inhibitors of AmpC Beta-Lactamase (assay without detergent) | P00811 | AmpC nitrocefin hydrolysis, absorbance 480 nm, 0.0001% Triton | Potency, µM (top dose mostly 57.1 µM), inactives show at the highest dose activity change, negative = inhibition, actives largely listed as inhibitors | hit rate 0.52% among 330,000;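 further: potency means the concentration at half of the fitted maximal effect; plate controls were no compound for no effect and no enzyme for full effect; nearly all actives have a fitted effect of over 20% in size; some results filed as inactive show a strong effect at the top dose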
#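 AmpC (5.3 nM in the dispensed reagent) in 20 mM phosphate pH 7.0 with 0.01% (detergent screen) or 0.0001% Triton X-100 was preincubated with compounds for 15 min at room temperature. Nitrocefin was then added from an 800 uM solution, and hydrolysis was followed at 480 nm.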
# HCMV inh – qHTS Assay for inhibitors of the human cytomegalovirus (HCMV) | activity change, negative = inhibition, % at 57.5 µM | HFF cells, HCMV-luciferase reporter, 72 h; hits give low values | AID 1259415, 2018 | hit rate 4.5% among 410,000; in the data active means activity change below about -60%; inconclusive means no clear call, values can overlap the other calls; inactive means above about -39%
#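 Luciferase read-out from HCMV-luciferase-infected HFFs (MOI 1 PFU/cell) 72 h post infection at 37C; compounds added after 16 h cell attachment; activity normalized between buffer-only basal and Salinomycin (10uM) inhibitor controls.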
# Tb PYK inh – qHTS of Trypanosoma Brucei Inhibitors | pyruvate kinase (Trypanosoma brucei), Q57TT1 | hit rate 0.12% among 410,000 | Potency, µM (top dose mostly 76.8 µM), inactives show at the highest dose activity, negative = inhibition, most hits filed as inhibitors | TbPYK enzyme, Kinase-Glo Plus ATP luminescence, 45 min; further: potency means the concentration at half of the fitted maximal effect; nearly all actives have a fitted effect of over 50% in size
#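 ADP (130 uM final) triggers the TbPYK reaction after compound addition; incubation is 45 min at room temperature. Kinase-Glo Plus is then added and luminescence imaged. Normalized data are fitted to concentration-effect curves.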
# The depositor's hits bear a star; ? = inconclusive; . = not tested or not shown; & = joins results of further samples; [ ] = another dose, or the depositor's remark. Unless noted, the call rests on the fitted dose curve; in most records, active means well fitted curve in the direction sought with a large enough effect; inconclusive means small, poorly fitted or top-dose-only effect, or another doubt; inactive means no such curve, though single readings can be large; an effect the other way counts as inactive or inconclusive. Unless noted, on the % scale 0 is the no-effect control and ±100 the full control effect.
SMILES,AmpC inh detg,HCV inh,AMA1-RON2 inh,LmPK inhibitor,AmpC no deterg,HCMV inh,Tb PYK inh
CC1CCC(NC(=O)c2cccc(S(=O)(=O)N3CCOCC3)c2)CC1 (stereo not drawn),.,.,-1%,.,.,?,-10%
O=C(Cn1nnc(-c2cccs2)n1)N1c2ccccc2Sc2ccc(C(F)(F)F)cc21,.,-11%,-22%,.,.,29,2%
CC(=O)Nc1ccc(Nc2ccc(S(=O)(=O)C(F)(F)F)cc2[N+](=O)[O-])cc1,2%,-25%,-7%[11.6 µM],2%,0%,-97*,-4%
Cc1ccc2c(c1)S/C(=C/c1ccc[n+](CCO)c1)N2C,-9%,1.6µM*,8%,-1%,-20%,-95*,-3%
COc1c(O)ccc(/C=N/NC(=O)c2ccc3c(c2)OCCO3)c1[N+](=O)[O-],4%,?,9%,1%,-42%,33,3%
COc1ccc(C(=O)CCC(=O)N2CCN(c3cccc(Cl)c3)CC2)cc1,?,-15%,-22%,1%,19%,?,1%
CC1(C)Cc2c(cnn2-c2ccc(F)cc2)C(NC(=O)Cn2cncn2)C1 (stereo not drawn),-14%,2%,-5%,1%,-1%,2,-8%
CCOC(=O)[C@H]1[C@H]2COc3ccc(OC)cc3[C@@H]2N2C(=O)c3ccc(F)cc3NC(=O)[C@@]12C,-5%,-4%,-2%,.,-36%,-29,-3%
CCNC(=S)N/N=C/c1ccc(C#N)cc1,8%,?,41%[activator],13%,-11%,-62*,1%
C[C@H](NC(=O)c1nc[nH]c1C(=O)N[C@@H](Cc1ccccc1)C(=O)OCc1ccccc1)C(=O)OCc1ccccc1,-15%,-7%,97%[activator],-5%,-24%,-14,4%
Cc1cccc(NC(=O)CC2NC3CCCCC3NC2=O)c1 (stereo not drawn),2%,10%,-3%,4%,9%,25,6%
Cc1ccc(NC(=O)C(C)c2ccc(-c3ccccc3)c(F)c2)c(C)c1 (stereo not drawn),2%,?,-8%,1%,-22%,-5,-10%
COc1ccc(-c2ccc(-c3noc(-c4cc(OC)cc(OC)c4)n3)c(OC)n2)cc1,21%,.,.,.,.,-7,0%
CN1CCN(S(=O)(=O)c2ccc(NC(=O)c3ccc(Br)o3)cc2)CC1,2%,13%,-2%,-2%,-3%,29,4%
COC(=O)c1ccc(Oc2nc(NC(C)C)nc(N(C)C)n2)cc1,3%,-7%,-1%,8%,1%,-15,6%
COc1ccc(C(=O)N(CCN2CCOCC2)CC(=O)NC2CCCC2)cc1OC,2%,1%&-1%,27%,-3%,-17%,28,3%
CS(=O)(=O)c1ccc(Cl)c(NC(=O)CN2CCN(S(=O)(=O)/C=C/c3ccccc3)CC2)c1,.,?,1%,.,.,-1,0%
O=C(NCc1ccc2c(c1)OCO2)Oc1ccccc1,3%,17%,7%,12%,-18%,1,1%
COc1cccc(C(=O)Nc2cccc(-c3ccc(N4CCOCC4)nn3)c2)c1OC,?,?,4%,.,172%[activator],124,3%
C=CCc1c(C)nc2nc(SCC(=O)Nc3ccc(C)c(C)c3)nn2c1C,7%,.,.,.,.,-100*,-5%
Cc1ccc(C2(C)NC(=O)N(CC(=O)NC(=O)NC(C)C)C2=O)cc1 (stereo not drawn),-1%,-5%,4%,-4%,12%,-7,3%
O=C(C1CCCN(S(=O)(=O)c2cccc3cccnc23)C1)N1CCN(c2ccccc2F)CC1 (stereo not drawn),-17%,-14%,4%,10%,39%,-12,-3%
CCc1ccc(C(CNc2nc(C(F)(F)F)nc3ccccc23)N(C)C)cc1 (stereo not drawn),4%,-21%,1%,4%,36%,?,0%
O=C1Nc2ccccc2C1C(C[N+](=O)[O-])c1ccccc1 (stereo not drawn),-1%,9%,5%,4%,-23%,125,-2%
Cc1ccc(N(C)C(CNS(=O)(=O)c2ccccc2)c2ccccc2)cc1 (stereo not drawn),12%,.,.,.,.,-4,-11%
# Continued.
SMILES,AmpC inh detg,HCV inh,AMA1-RON2 inh,LmPK inhibitor,AmpC no deterg,HCMV inh,Tb PYK inh
CCOC(=O)c1c(C)[nH]c(C)c1S(=O)(=O)N(C)CC(=O)Nc1ccc(C)cc1C,1%,.,.,.,.,-9,4%
Cc1cc(OC(=O)C2CC2)c([N+](=O)[O-])c(=O)[nH]1,10%,9%,-5%,10%[11.5 µM],-6%,40,-2%
COc1ccc(CN2CCCC(C(=O)N3CCCCC3)C2)cc1 (stereo not drawn),0%,13%,4%,-2%,-10%,11,2%
CCc1ccc(OCC(=O)Nc2ccc3oc(=O)ccc3c2)cc1,-14%,3%,4%,7%,-29%,-17,3%
CCOc1ccc(NC(=O)[C@@H]2CCCN2C(=O)c2cccs2)cc1S(=O)(=O)N1CCCCC1,1%,1%,-8%[11.6 µM],.,-1%,0,0%
O=C(OCC(=O)N1CCN(C(=O)c2ccco2)CC1)c1cc(-c2ccco2)nc2ccccc12,?,26%,21µM*,1%,20%,94,?
Cc1ccc2c(nc3s/c(=C\c4ccc(-c5ccccc5C(=O)O)o4)c(=O)n32)c1C,-8%,8%,-6%,1%,-26%,44,-9%
COc1cc(NS(=O)(=O)c2ccc(NC(=O)CN3C(=O)c4ccccc4C3=O)cc2)nc(OC)n1,1%,4%,-2%,2%,-41%,-9,-1%
Cc1cccc(C2c3[nH]c4ccccc4c3CCN2C(=O)c2nn(C)c(=O)c3ccccc23)n1 (stereo not drawn),-5%,?,-24%,1%,134%[activator],85,2%
CN(Cc1cn(C)nc1-c1cccc(Cl)c1)Cc1nccn1C,-7%,3%,52%[activator],2%,32%,-22,-8%
COc1ccccc1-c1noc(-c2cccs2)n1,?,?,3%,?,3%,-7,2%
Clc1cccc(Cl)c1C1N2CCCN12 (stereo not drawn),2%,6%,2%,11%,-12%,-63*,-1%
NC(=S)N/N=C\c1ccc(-c2cccc(Cl)c2Cl)o1,-14%,-6%,3%,-1%,-47%,35,-25%
Cn1c(=O)c2cc(NC(=O)Cc3ccccc3F)ccc2n1-c1ccc(C(C)(C)C)cc1,.,.,-5%,.,.,-31,-3%
COc1ccc(CC(=O)OCC(=O)c2ccc(OC)cc2)cc1,?,18%,-10%,-1%,-11%,-25,-15%
COc1ccc(NC(=O)N(C)C[C@H]2Oc3ccc(NC(=O)Cn4cnnn4)cc3C(=O)N([C@H](C)CO)C[C@@H]2C)cc1,.,20%,9%,.,-8%,16,3%
Cc1cccn2cc(COc3ccc(-c4ccccc4)cc3)nc12,-4%,?,?,-29%,44%,-90*,-8%
COc1ccc(/C=C(/NC(=O)c2ccccc2)C(=O)NCc2ccco2)cc1,4%,-8%,-4%,-4%,-8%,-15,-7%
Cc1ccn2cc(-c3cccc(NC(=O)CCC(=O)O)c3)nc2c1,-7%,10%,-3%,-18%,-15%,-4,-5%
CCOC(=O)C1(Cc2ccc(OC)cc2)CCN(C(=O)c2cccc3nccnc23)CC1,3%,15%,0%,6%,94%[activator],38,10%
CCCSC1=NC2(CCN(C(=O)NC3CCCCC3)CC2)N=C1c1ccc(Cl)cc1,11%,.,.,.,.,9,-2%
CC1CN(C(=S)Nc2ccccc2)CC(C)O1 (stereo not drawn),8%,9%,1%,-2%,-3%,-7,-15%
Cc1ccc(CCNS(=O)(=O)c2cc3c(cc2C)NC(=O)CO3)cc1,?,-28%,22%,3%,-17%,-1,3%
Cc1ccc(NC(=O)CSc2nc(N)cc(=O)[nH]2)cc1S(=O)(=O)N1CCOCC1,-5%,-11%,9%,7%,-13%,-29,2%
CCOc1ccc(NC(=O)CCn2cccn2)cc1,-4%,.,.,.,.,26,2%
# Later entries.
SMILES,AmpC inh detg,HCV inh,AMA1-RON2 inh,LmPK inhibitor,AmpC no deterg,HCMV inh,Tb PYK inh
CCOC(=O)N1CCN(C(=O)CCN2C(=O)COc3ccccc32)CC1,-9%,-22%,-3%,0%,-2%,-62*,0%
O=C(/C=C/[C@H]1O[C@@H](n2cnc3c(NC(=O)c4ccccc4)ncnc32)[C@H](O)[C@@H]1O)NCc1cccs1,.,.,-2%,.,.,9,7%
COc1ccc(-n2nc3c(N)n[nH]c3cc2=O)cc1,5%,5%,-17%,-4%,-22%,-2,-6%
COc1ccc(CC(=O)NC2CCCc3ccccc32)cc1 (stereo not drawn),?,-13%,-1%,5%,-21%[11.4 µM],-6,-4%
COc1ccc(-c2nn(CCC#N)cc2C(=O)Nc2ccccc2)cc1OC,-10%,6%,4%,9%,-7%,-1,0%
NC(=O)C1CCN(Cc2nc(-c3ccccc3)no2)CC1,?,14%,1%,-6%,-11%,33,-2%
Cc1cccc(-c2n[nH]nc2C2=CC(=O)CC(C)(C)C2)c1,.,.,-6%,.,.,-23,1%
COC(=O)c1c(NC(=O)c2cc(=O)c3cc(C)cc(C)c3o2)sc2c1CCC2,11%,.,.,.,.,-4,-2%
O=C1N/C(=N/O)S/C1=C\c1ccccc1-n1cccn1,?,27%,20%,5%,-22%,35,-4%
O=C(Cc1n[nH]c(=O)c2ccccc12)Nc1cccc(S(=O)(=O)N2CCCCCC2)c1,-1%,?,4%,.,-29%,-37,-2%
CCCCC(O)(c1ccc(OC)cc1)C(CN1CCOCC1)c1ccccc1 (stereo not drawn),-17%,-21%,-13%,11%,182%[activator],-38,0%
O=C(Nc1nnc(SCc2c(Cl)cccc2Cl)s1)C1CC(=O)N(c2ccc3c(c2)OCCO3)C1 (stereo not drawn),-6%,-26%,-16%,-1%,-29%,-25,-11%
CCN(CC)CCCN=Cc1c(O)n(-c2c(C)cccc2C)c(=O)c2ccccc12,0%,?,-6%,-5%,37%,-38,-1%

# Five successive entries out of the list so far, for reference:
SMILES,AmpC inh detg,HCV inh,AMA1-RON2 inh,LmPK inhibitor,AmpC no deterg,HCMV inh,Tb PYK inh
CCOC(=O)N1CCN(C(=O)CCN2C(=O)COc3ccccc32)CC1,-9%,-22%,-3%,0%,-2%,-62*,0%
O=C(/C=C/[C@H]1O[C@@H](n2cnc3c(NC(=O)c4ccccc4)ncnc32)[C@H](O)[C@@H]1O)NCc1cccs1,.,.,-2%,.,.,9,7%
COc1ccc(-n2nc3c(N)n[nH]c3cc2=O)cc1,5%,5%,-17%,-4%,-22%,-2,-6%
COc1ccc(CC(=O)NC2CCCc3ccccc32)cc1 (stereo not drawn),?,-13%,-1%,5%,-21%[11.4 µM],-6,-4%
COc1ccc(-c2nn(CCC#N)cc2C(=O)Nc2ccccc2)cc1OC,-10%,6%,4%,9%,-7%,-1,0%
